Screens (PubChem BioAssay)
S3 lipid droplet = qHTS Assay for Lipid Storage Modulators in Drosophila S3 Cells | Drosophila S3 cells, BODIPY lipid droplet fluorescence, 18-24 h; cells fed with added oleic acid | Potency in µM for hits, for the others lipid storage change, negative = inhibition, % at the top dose, mostly 46.1 µM | hit rate 0.64% among 320,000; active means well fitted inhibition curve with a large enough effect in the signal ratio, with a control signal flat, not every such curve was filed as active; inconclusive means small, poorly fitted or top-dose-only effect, or effect the other way, or a change in a side signal; the % refers to the signal ratio
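Drosophila S3 cells got compounds at several concentrations plus oleic acid (400 uM solution). Laser-scanning cytometry with 488 nm excitation read lipid droplets at 500-530 nm and cells at 575-640 nm. Percent activity was relative to 20 uM Triacsin C.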
S3 lipid droplet cell count max = also measured in S3 lipid droplet; calls as there; cell number change, %; measured here: cell count max response;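 cells counted by Cell Tracker Red CMTPX staining in the red channel; peak over a dose series mostly up to 46.1 µM; percent activity relative to internal control wells on each plate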
* marks the source's active call; other numbers are inactive results; i = inactive; ? = inconclusive; / = no result given. On the % scale 0 is the no-effect control and ±100 the full control effect; potency means the concentration at half of the fitted maximal effect.

SMILES | S3 lipid droplet | S3 lipid droplet cell count max
CCNC(=S)N1CCCC(c2nc3ccc(C)cc3[nH]2)C1 (stereo not drawn) | ? | /
N/C(Cn1cncn1)=N\NC(=O)C(=O)Nc1cccc(C(F)(F)F)c1 | ? | /
COc1ccc(-c2noc(CN(C)C(=O)c3ccc4c(c3)OCO4)n2)cc1OC | ? | /
CC(=O)Nc1cccc(NC(=O)CSc2nn3c(=O)c(C)nnc3s2)c1 | 9.2% | 17.2
Cc1c(OC(C)C(=O)NCC(O)c2ccccc2)ccc2c3c(c(=O)oc12)CCCC3 (stereo not drawn) | 29.1µM* | 9.4*
Nc1c(-c2ccc3c(c2)OCCO3)oc2ccccc2c1=O | 1.84µM* | -8.1*
COc1cc(/C=C(/C#N)c2nc3ccccc3[nH]2)ccc1OC(=O)c1ccco1 | ? | /
O=C(CCCn1cncn1)N1CCCC(N2CCN(c3ccc(F)cc3)CC2)C1 (stereo not drawn) | ? | /
O=C1C(=Cc2cccn2-c2ccc(O)cc2)C(=O)c2ccccc21 | ? | /
O=C1CC(c2ccccc2F)c2cc3c(cc2N1)CCC3 (stereo not drawn) | -4.8% | -5.6
CCN1C(=O)C(CC(=O)Nc2ccc(OC)cc2)N(CCc2ccccc2F)C1=S (stereo not drawn) | 5.3% | 7.1
CCN(CC)c1ccc(NC(=O)CC2Oc3ccccc3NC2=O)c(C)c1 (stereo not drawn) | -8.2% | -5.6
COCC(=O)Nc1ccc2c(c1)OCC(=O)N2Cc1ccc(C)cc1 | 7.5% | -1.5
CN(C)c1ccc(C(=O)NC2(N3CCC3=O)CCCC2)cc1 | -10.7% | 0.5
C=CCc1cccc(C=Nc2cccn3cc(-c4ccccc4)nc23)c1O | -0.2% | -13.6
O=C(NC1CCCCC1)C(c1ccc(F)cc1)N(CCc1ccccc1)C(=O)CN1C(=O)c2ccccc2S1(=O)=O (stereo not drawn) | 0.4% | 5.6
O=C(COC(=O)c1cccnc1)Nc1ccc(F)cc1 | i | 18.0
COC(=O)c1c(C)oc(C)c1S(=O)(=O)Nc1ccccc1 | -0.7% | 3.5
O=C(COC(=O)/C=C/c1ccc(F)cc1)Nc1ccc2[nH]c(=O)[nH]c2c1 | ? | /
COc1cccc2cc(C(=O)OCc3ccccc3)c(=O)oc12 | 1.46µM* | -24.9*
Cc1cc(C)n(CC(O)COc2ccccc2Br)n1 (stereo not drawn) | ? | /
O=C(O)c1nn(CCSc2ccccc2F)c(=O)c2ccccc12 | ? | /
c1ccc(-c2n[nH]nc2-c2ccccc2)cc1 | ? | /
CN=C1C=C/C(=N/N=c2\ccn(O)cc2C)C=C1C | ? | /
O=C(CSc1cn[nH]n1)Nc1ccccc1C(F)(F)F | ? | /

Pulled by structure from the entries so far:
SMILES | S3 lipid droplet | S3 lipid droplet cell count max
CCN1C(=O)C(CC(=O)Nc2ccc(OC)cc2)N(CCc2ccccc2F)C1=S (stereo not drawn) | 5.3% | 7.1
COCC(=O)Nc1ccc2c(c1)OCC(=O)N2Cc1ccc(C)cc1 | 7.5% | -1.5
O=C(CSc1cn[nH]n1)Nc1ccccc1C(F)(F)F | ? | /
CN(C)c1ccc(C(=O)NC2(N3CCC3=O)CCCC2)cc1 | -10.7% | 0.5
C=CCc1cccc(C=Nc2cccn3cc(-c4ccccc4)nc23)c1O | -0.2% | -13.6

(further entries)
SMILES | S3 lipid droplet | S3 lipid droplet cell count max
COc1ccc2cc(C(=O)N3CCc4ccccc43)[nH]c2c1 | ? | /
COc1ccc(N2CCC(CNC(=S)Nc3cccc(C)c3)C2)cc1 (stereo not drawn) | 19.1% | 1.4
CC1CCN(S(=O)(=O)c2ccc(NC(=O)C3CSC4(C)CCC(=O)N34)cc2)CC1 (stereo not drawn) | -1.1% | /
COc1ccc(S(=O)(=O)N2CCOCC2)cc1NC(=O)c1cccc(Cl)c1 | ? | /
CC(C)(C)NCC(O)COc1cccc2c1CCC(=O)N2 (stereo not drawn) | -0.4% | 0.5
C=CCNc1nc(-c2cc3ccccc3o2)cs1 | ? | /
COc1cccc(-c2cc(C(=O)N3CC4(C)CC3CC(C)(C)C4)no2)c1 (stereo not drawn) | ? | /
COc1ccc(N/C=C/C(=O)c2sc(-c3ccccc3)nc2C)cc1 | 9.8% | -19.2
Cc1cc(=O)[nH]c(SC(C(=O)O)c2ccccc2)n1 (stereo not drawn) | ? | /
CCOC(=O)N1CCN(CC(O)COc2c(C)cc(C)cc2C)CC1 (stereo not drawn) | 7.4% | 5.0
CCn1c(NCc2ccccc2NS(=O)(=O)c2ccc(C)cc2)nc2ccccc21 | -3.3% | 13.1
Nc1cc(=O)[nH]c(SCc2nnnn2-c2ccc(Cl)cc2)n1 | 11.6% | -3.4
COc1cc(/C=N/NC(=O)c2ccncc2)cc2c1OCO2 | ? | /
O=C(Cn1cnc2c(oc3ccccc32)c1=O)N1CCCc2ccccc21 | i | /
COc1ccc(C2=NN(C(=O)CSc3ncccn3)C(c3cccc(OC)c3OC)C2)cc1 (stereo not drawn) | i | /
COc1ccc(SC[C@H](CC(C)C)N2CCN(C)CCC2=O)cc1 | 18.0% | 6.4
CCS(=O)(=O)Nc1cccc(C2=NN(S(=O)(=O)c3ccc(C)cc3)C(c3ccco3)C2)c1 (stereo not drawn) | -4.4% | 6.0
CC(C)(C)c1cc(C(=O)N/N=C/c2ccc(O)cc2)n(-c2ccccc2)n1 | 2.8% | -3.0
CCCn1nnnc1NCc1ccc(N(CC)CC)cc1 | ? | /
Cc1ccc(C(C(=O)NC2CCCCC2)N(Cc2cccnc2)C(=O)c2csnn2)cc1 (stereo not drawn) | i | 22.2
CC(=O)Nc1ccc(NC(=O)C(C)OC(=O)CCC2CCCC2)cc1 (stereo not drawn) | ? | /
O=C(c1ccco1)C(O)c1ccco1 (stereo not drawn) | ? | /
C[C@@H]1CC=C[C@H]2[C@H]1C(=O)N(Cc1ccccc1)[C@H]2c1ccc(-c2cc3ccccc3s2)cc1F | -0.9% | 8.2
CCOC(=O)c1c(C)nn(-c2ncccc2NC(=O)NC(C)C)c1C | -4.4% | -9.7
Cn1c(SCC(=O)N2c3ccccc3CCc3ccccc32)nnc1-c1cc2ccccc2cc1O | ? | /

Next part.
SMILES | S3 lipid droplet | S3 lipid droplet cell count max
Cn1cccc1CC(=O)N/N=C/c1ccco1 | -9.0% | 7.4
COc1ccc(C(=O)NCCS(=O)(=O)NCCc2ccccc2)cc1 | ? | /
O=C(CCCc1c[nH]c2ccccc12)NCC1COc2ccccc2O1 (stereo not drawn) | -2.1% | -13.6
O=[N+]([O-])c1cccc(S(=O)(=O)c2ccc(N3CCCCC3)c([N+](=O)[O-])c2)c1 | 4.4% | -12.4
Cn1c(SCC(=O)Nc2sccc2C(N)=O)nnc1-c1ccncc1 | 3.2% | 20.0
COc1ccccc1C1(O)C(=O)Nc2ccc(C)cc21 (stereo not drawn) | 1.9% | 21.5
CCOc1ccc(C(=O)NCCn2cc(SCC(=O)Nc3cc(C)on3)c3ccccc32)cc1 | ? | /
CC1CN(C(=O)COC(=O)c2ccc(Cl)nc2)CC(C)O1 (stereo not drawn) | ? | /
NC(=O)c1nn(-c2ccccc2)nc1NC(=O)CN1CCCCC1 | 24.6% | 4.9
Cc1cc(C)n(CCCNC(=O)Cn2nnnc2CN2C[C@@H](C)O[C@@H](C)C2)n1 | ? | /
O=C(CN1CCN(c2ccc(O)cc2)CC1)NC1CCCc2ccccc21 (stereo not drawn) | ? | /
O=C(NNS(=O)(=O)c1ccccc1C(F)(F)F)c1cccc(S(=O)(=O)Nc2ccccc2Cl)c1 | ? | /
N#C/C(Cn1c[n+](NC(=O)Nc2ccccc2)cn1)=N/O | 11.5% | 17.7
CC1CN(CC(O)COc2ccccc2C(C)(C)C)CC(C)O1 (stereo not drawn) | ? | /
Cc1cccc(-n2c(-c3ccco3)nc3nc4ccccc4nc32)c1 | ? | /
COc1ccc(NC(=O)CN2CCC(C(=O)c3ccc(F)cc3)CC2)c(OC)c1 | i | -0.9
O=C(CCc1nc2ccccc2c(=O)[nH]1)Nc1cc(Cl)ccc1N1CCCC1 | ? | /
CCNC(=O)c1ccc(NS(=O)(=O)c2ccc3[nH]c(=O)[nH]c3c2)cc1 | ? | /
CCN(CC(=O)NCc1cccs1)S(=O)(=O)c1cc(NC(C)=O)ccc1OC | ? | /
Cc1ccc(C)c(N2CCN(CC3CCCCC3)CC2)c1 | 11.2% | -13.3
Cn1c(N)c(C(=O)COC(=O)c2cc(C3CC3)nc3ccccc23)c(=O)n(Cc2ccccc2)c1=O | 15.5% | -0.8
CC1(C)CC(CCN)(Cc2ccccc2Cl)CCO1 (stereo not drawn) | ? | /
CC1CC(C)CN(S(=O)(=O)c2ccc(NC(=O)C3CC(=O)N(Cc4ccccc4)C3)cc2)C1 (stereo not drawn) | ? | /
CCOc1nc(-c2ccccc2Cl)nc2ccccc12 | ? | /
O=C(CSc1nnnn1-c1ccccc1)Nc1ccccc1 | ? | /

3 entries already listed, arranged by the number in S3 lipid droplet, low to high:
SMILES	S3 lipid droplet	S3 lipid droplet cell count max
O=C(CCCc1c[nH]c2ccccc12)NCC1COc2ccccc2O1 (stereo not drawn)	-2.1%	-13.6
COc1ccccc1C1(O)C(=O)Nc2ccc(C)cc21 (stereo not drawn)	1.9%	21.5
Cc1ccc(C)c(N2CCN(CC3CCCCC3)CC2)c1	11.2%	-13.3

Going on with the list.
SMILES | S3 lipid droplet | S3 lipid droplet cell count max
CC(OC(=O)C1CC1)C(=O)Nc1ccc([N+](=O)[O-])cc1Cl (stereo not drawn) | ? | /
CCn1c(=O)c2ccccc2n(CC(=O)NCCC2=CCCCC2)c1=O | 3.4% | 25.4
COc1cc(C(=O)Nc2cccc(-c3nnc(-c4ccco4)o3)c2)ccc1OC(C)=O | -16.5% | -3.3
CC(C)CNC(=O)C1CCCN(S(=O)(=O)c2ccc(-n3cnnn3)cc2)C1 (stereo not drawn) | ? | /
Cc1ccc(S(=O)(=O)N/N=C/c2ccc(C(=O)O)cc2)cc1 | 13.6% | 4.3
Cc1cc(C)c(CN2CCC(n3nccc3NC(=O)CCOc3ccccc3)CC2)cc1C | ? | /
CNC(=O)c1cccc(NC(=O)C(C)c2ccc3cc(OC)ccc3c2)c1 (stereo not drawn) | ? | /
COc1ccc(C(=O)Nc2cc([N+](=O)[O-])ccc2N2CCCC2)cc1 | i | /
CCCCSc1nnc2n(CCc3ccccc3)c(=O)c3c4c(sc3n12)COC(C)(C)C4 | ? | /
Cc1cccc(CC(=O)N2CCCC2)c1 | ? | /
Cc1ccccc1NC(=O)N1c2ccccc2CC1C (stereo not drawn) | ? | /
O=C(/C=C/Nc1ccc(S(=O)(=O)Nc2ncccn2)cc1)c1cccs1 | -0.2% | 3.5
O=C(Nc1cccc(-c2cn3cccnc3n2)c1)c1ccc2c(c1)OCO2 | ? | /
Cc1cccc(C(=O)OCC(=O)NCC2CCCO2)c1O (stereo not drawn) | ? | /
CCOc1ccc(/C=N/NC(=O)CN2CCSCC2)cc1 | 4.4% | -1.7
Cc1cc(C)cc(NC(=O)C(=O)NCC2CCCO2)c1 (stereo not drawn) | 23.4% | 15.4
CCCCC(C(=O)NC1CCCC1)N(C(=O)c1snc(C(N)=O)c1N)c1ccc(F)cc1 (stereo not drawn) | i | 14.8
COc1cccc(NC(=O)C2CCC(CNS(=O)(=O)c3ccc4c(c3)CC(C)N4C(C)=O)CC2)c1 (stereo not drawn) | ? | /
COc1ccc(-c2[nH]ncc2CNC(C)CCn2cccn2)c(F)c1 (stereo not drawn) | 1.2% | -0.1
CCOc1ccc(CCNC(=O)c2cc3c(C)nccc3[nH]c2=O)cc1OCC | 5.2% | -0.8
Cc1ccc(-n2ncc3c(NCCCN4CCOCC4)ncnc32)c(C)c1 | 6.0% | 14.4
Cc1cc2nc(-c3ccc(NC(=O)c4cccnc4)cc3)oc2cc1C | 9.9% | -4.4
CC(=O)Nc1cccc([N+](=O)[O-])c1 | ? | /
O=C(O)c1ccc(CNCc2ccccc2Cl)cc1 | ? | /
Cc1cc(Nc2ccc3c(c2)OCCO3)c2cc(Cl)ccc2n1 | ? | /

(cont.)
SMILES | S3 lipid droplet | S3 lipid droplet cell count max
COc1ccc(/C=N/N2C(C)CCCC2C)cc1OC (stereo not drawn) | ? | /
O=S(=O)(c1ccc(F)cc1)N1CCC(N2CCCCCC2)CC1 | 0.9% | /
CC(=O)Nc1c(Br)cc(N2C(=O)CCC2=O)cc1Br | 2.2% | 0.3
COc1ccc(N(CC(=O)NCc2ccco2)C(=O)CCC(=O)Nc2nccs2)c(OC)c1 | ? | /
CNc1ccc2c3c(cccc13)C(=O)N(C)C2=O | ? | /
Cc1c(C)n(-c2ccc(Cl)cc2)c2ncnc(N)c12 | ? | /
CCc1ccc(S(=O)(=O)N/N=C\c2cn(CC(N)=O)c3ccccc23)cc1 | ? | /
CCc1nn(CC(=O)Nc2ccc(Br)c(C)c2)c(=N)s1 | ? | /
Cc1ccc(Cc2nnc3n(-c4ccccc4)nc(C(=O)c4ccccc4)n3c2=O)cc1 | -0.2% | 9.0
COc1cc(C)c(NC(=O)COc2ccc3c(c2)CCC3)cc1OC | 20.6% | -24.7
Cc1nnc(SCc2ccc(CC(=O)O)cc2)o1 | -3.7% | -1.9
O=Nc1ccc(NOC(=O)c2ccc(Br)cc2)cc1 | 15.1% | -1.0

Compound profiles, as listed above.
COc1ccc(-c2noc(CN(C)C(=O)c3ccc4c(c3)OCO4)n2)cc1OC in the list: S3 lipid droplet = ?; S3 lipid droplet cell count max = /
CCOc1ccc(CCNC(=O)c2cc3c(C)nccc3[nH]c2=O)cc1OCC in the list: S3 lipid droplet = 5.2%; S3 lipid droplet cell count max = -0.8

Only part of the results is shown (hit frequency here may not be typical).
